Screening results: PubChem BioAssay, several laboratories
NPY1 pot ag: potentiates or activates human NPY-Y1 receptor. 220,000 tested, 0.37% active. P25929. activation, % at 3.6 µM. NPY-Y1 expressing cells, potentiator/agonist activation. AID 1304; in the data active = activation above about 33%, passing the limit was not always enough;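 also: cells stimulated with NPY at EC10 then isoproterenol at EC100; 0% = low agonist plus stimulus and 100% = saturating agonist plus stimulus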
Target sequence (P25929 whole entry, looked up): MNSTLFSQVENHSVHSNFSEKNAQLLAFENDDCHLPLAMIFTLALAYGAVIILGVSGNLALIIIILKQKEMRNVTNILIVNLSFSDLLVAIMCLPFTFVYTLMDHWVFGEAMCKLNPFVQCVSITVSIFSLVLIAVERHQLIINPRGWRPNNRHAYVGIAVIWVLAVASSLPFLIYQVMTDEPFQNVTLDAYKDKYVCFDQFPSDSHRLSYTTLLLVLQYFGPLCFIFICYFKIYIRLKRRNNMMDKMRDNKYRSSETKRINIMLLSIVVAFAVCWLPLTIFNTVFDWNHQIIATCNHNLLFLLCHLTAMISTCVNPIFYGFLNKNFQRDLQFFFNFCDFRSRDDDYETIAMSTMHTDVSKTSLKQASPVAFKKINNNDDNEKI
EP2 modulator: EP2 receptor (human) modulation | P43116 | 260,000 tested, 0.83% active | induction, % at 25 µM | EP2-expressing cells, cAMP HTRF FRET, PGE2 co-stimulation;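 active = compounds whose cAMP rise, as percent of the full-agonist control response, exceeds 60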;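 also: rat C6 glioma line stably carrying human EP2 under a CMV promoter; the protocol text gives 20 µM as final concentration; 100% = response of wells given 1 µM PGE2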
Target sequence (P43116 whole entry, looked up): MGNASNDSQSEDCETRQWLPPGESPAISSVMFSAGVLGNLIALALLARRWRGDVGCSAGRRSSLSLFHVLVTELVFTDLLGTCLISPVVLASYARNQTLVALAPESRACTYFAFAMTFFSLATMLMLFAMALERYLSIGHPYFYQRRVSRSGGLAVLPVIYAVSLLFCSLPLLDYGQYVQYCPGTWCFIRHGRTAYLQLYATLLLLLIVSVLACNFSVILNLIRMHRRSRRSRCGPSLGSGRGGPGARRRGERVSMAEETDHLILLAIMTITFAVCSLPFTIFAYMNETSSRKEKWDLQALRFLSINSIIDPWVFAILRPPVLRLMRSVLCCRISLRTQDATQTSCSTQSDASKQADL
S1P4 ag: human S1P4 receptor agonism; activation, % at 4.98 µM; O95977; 220,000 tested, 0.35% active; S1P4-expressing cell line, agonist reporter assay; AID 1509; in the data active = activation above about 11%;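 also: 0% = DMSO vehicle and 100% = reference agonist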
TRPN1 ag: zebrafish TRPN1 (NompC) channel agonism | HEK293 zebrafish TRPN1-YFP, Fluo-8 calcium fluorescence; 100% = response to 87 µM carbachol | activation, % at 3 µM | 220,000 tested, 0.18% active | AID 1424;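 active = activation above its plate's cutoff, the mean activation of test wells on that plate plus 3 SD, cut at about 19% in these data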;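 also: 0% = DMSO alone and 100% = 87 µM carbachol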
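Material – zebrafish TRPN1-YFP in HEK293 cells · Doses – 3 µM single point · Schedule – dye 1 h 37 °C plus 30 min RT · Signal – Fluo-8 calcium fluorescence, excitation 470-495 nm, emission 515-575 nm · Read-out – % activation versus carbachol response · Control set – carbachol high, DMSO low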
TRPML3 ag: agonists of human TRPML3 channel; Q8TDD5; HEK293 TRPML3-YFP, Fluo-8 calcium fluorescence; 100% = the carbachol control signal; activation, % at 3 µM; 220,000 tested, 0.29% active; AID 1448;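 active = activation above its plate's cutoff, the mean activation of the plate's test wells plus 3 SD, cut at about 12% in these data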;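 also: 0% = DMSO only wells and 100% = carbachol wells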
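system = HEK293 cells stably carrying human TRPML3-YFP | doses = one concentration, 3 µM nominal, 0.3% DMSO | timing = dye loading 1 h 37 °C then 30 min ambient, 125 s read | detection = Fluo-8 calcium dye fluorescence, ex 470-495, em 515-575 nm | benchmarks = high control carbachol 87 µM, low control DMSO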
NPY Y1 blocker: blocks the human neuropeptide Y Y1 receptor | HEK293-CNG Y1 cells, membrane potential fluorescence; NPY at EC95, then isoproterenol | 200,000 tested, 1% active | P25929 | inhibition, % at 3.6 µM;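 active = inhibition above the campaign mean inhibition of all tested compounds plus 3 SD, cut at about 20% in these data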;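 also: 0% = DMSO wells given NPY plus isoproterenol and 100% = isoproterenol alone without NPY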
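Material: HEK293 cells co-expressing NPY Y1 receptor and cyclic-nucleotide gated channel. Timing: compound incubation 1 h at room temperature, readout 45 min post-stimulation. Signal: fluorescence, membrane potential probe.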
NPY2 pot ag: potentiators or agonists of human neuropeptide Y receptor Y2; P49146; cells expressing NPY-Y2, potentiator/agonist read-out; activation, % at 3.6 µM; 220,000 tested, 0.45% active; in the data active = activation above about 27%;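 also: cells stimulated with NPY near EC25 plus isoproterenol at EC100; 0% = vehicle plus submaximal agonist and 100% = vehicle plus saturating agonist; some results beyond the cut were filed as inactive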
S1P4 antag: human S1P4 receptor antagonism. S1P4-expressing cells, antagonist mode, reporter read-out. 220,000 tested, 0.26% active. O95977. inhibition, % at 4.98 µM; in the data active = inhibition above about 29%;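 also: 0% = wells stimulated with agonist and 100% = vehicle wells without agonist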
CHOP inh: blocks CHOP induction under ER stress. inhibition, % at 10 µM. CHO-K1 CHOP-promoter luciferase, tunicamycin-induced, 15-18 h. 220,000 tested, 3.8% active;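 active = compounds that reduced the stress-induced luciferase reporter signal by more than about 70% of percent inhibition, limit read from the data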;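 also: 0% = tunicamycin plus vehicle and 100% = wells without tunicamycin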
An asterisk follows results filed as active; / = no result given; & = joins results of further samples.

The line under a structure holds: NPY1 pot ag	EP2 modulator	S1P4 ag	TRPN1 ag	TRPML3 ag	NPY Y1 blocker	NPY2 pot ag	S1P4 antag	CHOP inh
- O=S1(=O)C[C@@H](N2CCOCC2)[C@H](N2CCOCC2)C1
    -13	14	1.7	1.3	0.7	-9	3	-2	1
- Cc1cc(C)cc(N2C(=O)CSC2c2cccs2)c1 (stereo not given)
    -2	-27	0.0	-0.5	16*	2	12	-6	3
- COCC(C)NC(C(=O)Nc1cccc(C(C)=O)c1)c1ccccc1 (stereo not given)
    -4	-16	0.0	-0.1	-0.1	-2	-4	-12	-8
- O=C(Cn1cnc2ccccc2c1=O)c1ccc2c(c1)OCCO2
    7	-11	-2.0	1.1	-0.2	3	-7	-17	-8
- CCN1/C(=C/C(=O)c2ccco2)Sc2ccccc21
    -2	-2	2.4	-1.8	-1.2	-7	0	1	14
- COc1ccc(N=N/C(=C\O)C(=O)c2ccco2)cc1
    30	8	1.9	-1.8	-0.3	-3	28	-12	35
- CN(c1c(C#N)c(C(F)(F)F)nn1C)N(S(C)(=O)=O)S(C)(=O)=O
    -6	3	2.5	1.1	0.6	9	-5	-12	-5
- O=C(OCC(=O)N1CCc2ccccc21)c1c2c(nc3ccccc13)CCCCC2
    -31	-4	-4.8	-1.9	-0.1	4	-10	1	34
- C=CCOc1cccc(C2c3c(oc4ccccc4c3=O)C(=O)N2c2ccccn2)c1 (stereo not given)
    5	1	0.1	-0.1	0.7	-1	0	3	-13
- NCCN=C1NS(=O)(=O)c2ccccc21
    8	8	1.2	1.1	0.1	0	14	-1	2
- Cc1scc(-c2n[nH]c(=S)n2C(C)c2ccccc2)c1C (stereo not given)
    -13	28	0.0	0.1	-0.5	5	-9	11	25
- CC1CCCN(C(=O)C(C)Sc2nc(-c3ccccc3)cc(C(F)(F)F)n2)C1 (stereo not given)
    -16	44&8	-0.1	-0.7	0.5	1	0	18	34
- CN(Cc1ccccc1)C(=O)N1CCOCC1
    -7	23	1.5	1.4	1.0	/	15	-9	19
- C=C(C)c1cccc(C(C)(C)NC(=O)N(Cc2ccccc2)Cc2ccco2)c1
    -5	43	2.1	-1.1	-0.2	14	-9	6	83*
- CN(C)c1ccc(CNCCC2CCOC(C)(C)C2)cc1 (stereo not given)
    3	7	-1.2	1.5	0.7	3	-3	-1	15
- CS(=O)(=O)N(CC(=O)NCCSC1CCCCC1)c1ccc2c(c1)OCO2
    -12	22	0.1	0.1	0.2	2	-6	-14	-1
- O=C(CSCc1ccc(Br)cc1)Nc1ccc(S(=O)(=O)N2CCCCCC2)cc1
    -3	-1	2.9	1.6	1.2	2	5	-5	3
- Cc1ccc(S(=O)(=O)Nc2ccc3c(c2)OCCO3)cc1C
    -1	-71	-1.5	1.2	0.5	-1	2	2	51
- COc1ccc(C(=O)Nc2ccc(S(=O)(=O)Nc3onc(C)c3C)cc2)c(OC)c1
    -3	2	0.4	1.1	1.1	2	-1	6	10
- CSc1oc(-c2ccco2)nc1S(=O)(=O)c1ccc(F)cc1
    0	18	-0.9	-0.7	0.4	9	-4	8	-15
- CCOC(=O)C(Cc1ccc(O)cc1)NC(=O)CNC(=O)C(CC(C)C)NC(=O)OC(C)(C)C (stereo not given)
    -4	13	0.6	-0.4	-0.5	-2	0	-19	11
- O=S(=O)(c1ccc2ccccc2c1)N1CCN=C1SCc1cccnc1
    -9	-69	0.4	1.1	0.6	7	1	-19	28
- CC1(C)Cc2ccccc2C(N/N=C/c2ccc(Cl)cc2)=N1
    9	42	-0.5	-1.6	0.4	-3	3	-4	48
- N#Cc1ccc(OCC(=O)OCC(=O)NCCC2=CCCCC2)cc1
    4	-2	-0.1	-2.0	-0.1	-2	2	-11	-9
- COc1ccc([N+](=O)[O-])cc1N(CC1CO1)S(=O)(=O)c1ccc(C)cc1 (stereo not given)
    2	7	0.3	-1.5	0.7	-5	-19	4	55
- CCCCn1c(SCC(=O)Nc2cccc(OC)c2)nc2ccc(N3CCOCC3)cc2c1=O
    -10	6	14*	0.3	-0.1	5	2	-13	42
- O=C(NCc1cccnc1)/C(=C/c1ccccc1)NC(=O)c1ccccc1
    -1	0	-1.3	0.8	0.5	-8	-2	10	18
- C=CCNC(=S)N1CCN(CCN=CC2=C(O)CC(c3ccco3)CC2=O)CC1 (stereo not given)
    18	5	-1.3	0.0	0.3	2	13	8	20
- CCn1c(SCC(=O)O)nnc1-c1ccccc1
    -18	21	1.0	-0.4	1.2	-2	4	-21	21
- ClCc1csc(N/N=C/c2cccs2)n1
    7	-18	-0.2	0.5	0.3	/	10	-27	0
- Cc1ccnc(NC(=O)CCc2c(C)nc3ncnn3c2C)c1
    1	19	-0.6	0.8	0.6	6	-14	-12	7
- CCN(CC)c1ccc(NC(=O)c2cnccn2)cc1S(=O)(=O)Nc1ccc(OC)cc1
    -12	-18	3.2	-1.5	0.4	3	-2	-10	8
- O=C(Nc1ccc(-c2nc3ccccc3s2)cc1)c1cc(-n2cnnc2)ccc1Cl
    -7	-34	0.9	5.3	2.4	-1	8	-6	46
- COc1ccccc1C1C2=C(N=C3SCC(=O)N31)c1ccccc1CC2 (stereo not given)
    -7	-5	0.7	0.2	0.6	-10	-1	-31	35
- COc1ccccc1C(=O)C1CCCN(C(=O)Nc2ccccc2F)C1 (stereo not given)
    -9	5	1.7	0.0	1.1	-2	-2	-1	8
- O=C(Nc1cccnc1Cl)c1cc(-c2ccco2)on1
    2	-7	-5.0	-1.3	-0.6	-2	4	-6	9
- Cc1nc2sc(C(c3ccco3)N3CCOCC3)c(O)n2n1 (stereo not given)
    -28	14	1.7	1.6	0.7	2	4	7	-6
- CC(C)CCNC(=O)C12CN(Cc3ccccc3)CC1C(c1cccc([N+](=O)[O-])c1)=NO2 (stereo not given)
    15	45	-0.6	-1.2	0.6	5	9	-9	20
- CN(C)c1ccc(-c2nnc(-c3ccc(S(=O)(=O)C(F)F)cc3)o2)cc1
    -6	-20	-1.1	1.5	0.4	-3	6	-1	-15
- O=C(c1ccccc1)N1CCN=C1c1ccccc1
    -1	8	0.9	0.1	0.4	-3	0	-21	10
- CCOC(=O)C1=C(C)NC(C)=C(C(=O)OCC)C1c1ccc(Br)o1
    1	-1	-0.7	-2.0	-1.1	7	11	-9	42
- COc1ccc(-c2ccccc2)cc1NCc1ccccc1C
    -5	53	0.8	-1.1	0.1	-5	13	-14	-13
- CCCCCCNCc1c(F)cccc1Cl
    17	9	0.5	0.6	0.9	4	14	-11	14
- CC(C)(C)NC(=O)c1cnn2c1NC(c1ccc(F)cc1)CC2C(F)(F)F (stereo not given)
    15	15	0.3	0.6	-0.4	-4	16	18	65
- O=C(CSc1ccc(Cl)cc1)Nc1ccc(NC(=O)c2ccco2)cc1
    -10	-32&15	-0.1	-0.1	0.2	0	0	6	65
- CC(C)(C)c1ccc(NC(=S)NCCc2ccccn2)cc1
    8	18	1.8	0.9	1.6	/	-19	0	-11
- Cc1cc2c(C)cc(=O)[nH]c2cc1NC(=O)CCl
    9	9	-0.4	-1.0	0.4	/	9	-14	-6
- O=C1CCC/C1=C\c1ccccc1
    -7	-13	0.0	4.7	0.4	-3	1	12	8
- CCOc1ccc(NC(=S)NCCCn2ccnc2)cc1
    6	-10	0.7	0.4	0.4	-7	-7	-14	-20
- COc1ccc(CCn2c(=N)c(C(=O)NCc3ccco3)cc3c(=O)n4cccc(C)c4nc32)cc1
    33	27	-1.5	0.8	0.4	4	28	0	-18
- CC(C)(C)NC(=O)c1cccc2c1OC(C)(C)C2
    10	40	-0.5	2.0	0.7	4	7	-3	16
- CC(C)C(=O)NCCCc1ccccc1
    -5	-7	0.5	-0.2	0.2	-1	-7	-3	-4
- COc1ccc(C2=NN(C(=O)CN3CCCCC3)C(c3ccc(C)cc3)C2)cc1 (stereo not given)
    -21	42	-3.4	-0.1	1.1	19	-7	18	16
- CC1CCCN(c2nc(-c3cccnc3)nc3scc(-c4ccccc4)c23)C1 (stereo not given)
    -24	59	-0.9	0.3	0.4	5	-8	-8	21
- COc1ccc(C(=O)N2CCN(C(=O)Cc3ccccc3)CC2)cc1OC
    -17	-6	-2.1	0.1	0.4	4	-10	-14	12
- O=C(CN(c1ccccc1)S(=O)(=O)c1ccccc1[N+](=O)[O-])Nc1ccccc1C(=O)N1CCOCC1
    7	-19	0.8	-0.5	0.6	-1	-9	-5	3
- O=C(NCc1ccc2c(c1)OCO2)c1ccc(CS(=O)(=O)c2ccc(Br)cc2)o1
    2	-41	0.1	7.5	1.3	-1	8	-28	74*
- O=C(CN1CCCc2ccccc21)N/N=C/c1ccccc1
    -22	-13	-0.5	2.4	0.7	-2	1	-2	43
- CNc1nc2c(C)cccn2c(=O)c1C=Nc1ccc(OC)cc1
    -9	-28	-1.5	0.9	0.8	2	2	-1	7
- CCOC(=O)C1=C(C)NC(=O)NC1c1ccsc1 (stereo not given)
    111*	11	0.4	1.0	0.7	-7	40*	-9	-7

Three entries from above, as tab-separated lines:
compound	NPY1 pot ag	EP2 modulator	S1P4 ag	TRPN1 ag	TRPML3 ag	NPY Y1 blocker	NPY2 pot ag	S1P4 antag	CHOP inh
CC(C)(C)NC(=O)c1cnn2c1NC(c1ccc(F)cc1)CC2C(F)(F)F (stereo not given)	15	15	0.3	0.6	-0.4	-4	16	18	65
CC(C)C(=O)NCCCc1ccccc1	-5	-7	0.5	-0.2	0.2	-1	-7	-3	-4
COc1ccc(C2=NN(C(=O)CN3CCCCC3)C(c3ccc(C)cc3)C2)cc1 (stereo not given)	-21	42	-3.4	-0.1	1.1	19	-7	18	16

Continuation:
The line under a structure holds: NPY1 pot ag	EP2 modulator	S1P4 ag	TRPN1 ag	TRPML3 ag	NPY Y1 blocker	NPY2 pot ag	S1P4 antag	CHOP inh
- COc1ccc(N(C)S(=O)(=O)c2cccc(C(=O)NC3CCCCCC3)c2)cc1
    -13	-50	0.9	-1.2	0.1	39*	-19	-4	22
- c1ccc(-c2csc(N3CCSCC3)n2)cc1
    4	-45	2.1	-0.5	0.6	4	0	-10	-6
- CN(CC(O)Cn1c2ccccc2c2ccccc21)S(C)(=O)=O (stereo not given)
    5	-41	2.1	1.3	0.8	1	-4	3	25
- COc1cc(=O)[nH]c(SCc2c(F)c(F)c(F)c(F)c2F)n1
    -41	1	0.4	-1.7	0.4	4	-1	-4	39
- Cc1ccc(NC(=O)c2ccc(CSc3nnc(-c4ccncc4)n3C)cc2)cc1
    3	-15	0.4	1.2	0.5	2	-5	-7	-8
- CN(C(=O)C(Cl)Cl)c1ccc(OC(=O)c2ccco2)cc1
    -7	-16	-0.9	1.9	0.8	2	-10	33*	21
- c1ccc2c(NCC3CCCO3)nc(N3CCOCC3)nc2c1 (stereo not given)
    4	-5	1.7	1.0	0.6	-1	-2	-3	-14
- Cc1ccc(OCC2Cn3c(nc4c3c(=O)[nH]c(=O)n4C)O2)cc1 (stereo not given)
    -6	-7	0.4	1.5	0.6	1	13	-17	-15

This is a random part of the collection; about 6.5% have a hit in one of these screens.
